Bioassay records from PubChem BioAssay.
FBW7 act: FBW7 E3 ligase activators, primary screen, biochemical, AlphaScreen, human. AlphaScreen FBW7–phospho-cyclin E peptide binding, activator screen. normalized activity (activation), % at 26.1 µM. 650,000 tested, 0.13% active; in the data active = normalized activity above about 1.9%;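 also: purified mutant Fbw7 with reduced substrate affinity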
Target sequence (Q969H0 whole entry, looked up): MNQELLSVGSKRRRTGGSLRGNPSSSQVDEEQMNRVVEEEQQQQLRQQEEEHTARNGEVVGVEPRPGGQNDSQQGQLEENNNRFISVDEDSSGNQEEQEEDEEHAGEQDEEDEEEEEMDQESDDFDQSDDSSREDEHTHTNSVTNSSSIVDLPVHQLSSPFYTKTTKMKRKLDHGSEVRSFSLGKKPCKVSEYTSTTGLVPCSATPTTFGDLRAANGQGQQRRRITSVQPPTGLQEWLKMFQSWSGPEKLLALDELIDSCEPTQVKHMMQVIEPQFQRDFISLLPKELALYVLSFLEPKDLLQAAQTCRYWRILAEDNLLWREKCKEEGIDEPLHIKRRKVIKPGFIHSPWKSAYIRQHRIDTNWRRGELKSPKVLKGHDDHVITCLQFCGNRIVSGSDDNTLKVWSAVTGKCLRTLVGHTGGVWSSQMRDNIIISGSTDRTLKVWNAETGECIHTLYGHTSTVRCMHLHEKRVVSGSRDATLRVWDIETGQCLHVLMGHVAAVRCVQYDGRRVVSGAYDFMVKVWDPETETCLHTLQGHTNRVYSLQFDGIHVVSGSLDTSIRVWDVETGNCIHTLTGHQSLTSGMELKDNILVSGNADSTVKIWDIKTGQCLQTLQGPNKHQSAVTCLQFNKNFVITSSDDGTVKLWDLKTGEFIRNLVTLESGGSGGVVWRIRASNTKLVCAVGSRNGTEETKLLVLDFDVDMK
TEAD-YAP block: TEAD-YAP interaction inhibition, primary screen, TEAD-YAP interaction inhibitor project, luminescence, HEK-TIYL cells; TEAD-Gal4/YAP UAS-luciferase luminescence; inhibition, % at 9.12 µM; 640,000 tested, 1.4% active; AID 1259422, 2018; in the data active = inhibition above about 32%;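 also: 0% = median of test compound wells and 100% = reference inhibitor wells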
GPR151 activ: activators of human GPR151, primary screen, cell-based, PathHunter beta-arrestin, luminescence | PathHunter beta-arrestin GPR151 cells | activation, % at 11.2 µM | 650,000 tested, 1% active | AID 1508602, 2020; in the data active = activation above about 4.9%;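 also: 0% = median of compound wells and 100% = cells with positive control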
Target sequence (Q8TDV0 whole entry, looked up): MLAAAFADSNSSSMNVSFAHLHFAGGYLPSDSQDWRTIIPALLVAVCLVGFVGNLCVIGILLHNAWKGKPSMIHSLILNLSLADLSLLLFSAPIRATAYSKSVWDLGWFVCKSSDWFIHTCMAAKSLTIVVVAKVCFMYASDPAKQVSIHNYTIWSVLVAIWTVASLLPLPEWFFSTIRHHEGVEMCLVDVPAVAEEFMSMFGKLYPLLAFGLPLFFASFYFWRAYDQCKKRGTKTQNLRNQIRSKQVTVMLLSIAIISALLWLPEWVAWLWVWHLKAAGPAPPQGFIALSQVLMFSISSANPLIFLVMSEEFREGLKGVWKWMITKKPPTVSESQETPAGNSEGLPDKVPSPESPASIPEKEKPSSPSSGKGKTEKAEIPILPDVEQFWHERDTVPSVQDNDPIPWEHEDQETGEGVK
MITF primary: MITF inhibitors, primary screen, biochemical, AlphaScreen, human. AlphaScreen MITF homodimerization, bead proximity signal. AID 1259374, 2018. inhibition, % at 2.6 µM. 650,000 tested, 0.91% active. Microphthalmia-associated transcription factor (Homo sapiens), O75030; in the data active = inhibition above about 50%;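 also: 0% = vehicle wells with protein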
Numbers without * were called inactive; nt = not tested or not shown; & = joins results of further samples.

SMILES | FBW7 act | TEAD-YAP block | GPR151 activ | MITF primary
O=C(NCCc1nnc2n1CCN(Cc1cnc(-c3ccccc3)s1)CC2)c1ccoc1 | 0.1 | 11 | 1.3 | -9
COc1ccc(-c2ccc(NC(=O)c3ccccc3C)cc2)nn1 | 0.2 | -25 | -7.3 | 7
Cc1cc(OC(=O)c2ccc(Cl)c(S(=O)(=O)N3CCCCC3)c2)cc(=O)o1 | -0.1 | -5 | 0.5 | 5
CCOC(=O)C1(Cc2ccccc2)CCCN(C(=O)c2ccc(-n3ccnc3)cc2)C1 (centres undefined) | 0.0 | -30 | 0.3 | -3
O=C(/C=C/c1cccc(F)c1)c1ccccc1 | -0.1 | -14 | -1.9 | 6
CCN(CC)CCN1C(=O)C2C(C(=O)Nc3cc(Cl)cc(Cl)c3)C3C=CC2(O3)C1C(=O)NC1CCCCC1 (centres undefined) | 0.0 | 2 | 0.8 | 2
O=C(Nc1ccc(F)cc1F)C1CCN(C(=O)c2ccccc2)CC1 | 0.0 | -10 | -0.9 | 2
COC(=O)c1ccccc1NC(=O)CN1CCC(NC(=O)c2ccc(C)cc2)CC1 | 0.0 | 14 | 0.1 | 9
CCOc1ccc(N2CC(C(=O)Nc3cc(C)on3)CC2=O)cc1 (centres undefined) | 0.1 | -4 | 0.3 | 3
CCCCCCCC/C=C\CCCCCCCC(N)=O | 0.0 | nt | 0.5&1.8 | -3&-4
O=c1c2ccccc2c2ccccc2c(=O)n1Cc1ccccc1 | -0.1 | -11 | -0.3 | -2
CC(C)(C)c1ccc(C(=O)Nc2ccc(-c3noc(-c4cccc([N+](=O)[O-])c4)n3)cc2)cc1 | 0.1 | 0 | 0.7 | 9
Cc1ccc(/C=N/N2CCN(Cc3ccc(Cl)cc3)CC2)s1 | 0.0 | 0 | -0.4 | 8
CCOc1cc(C2C(C#N)=C(N)Oc3n[nH]c(-c4ccc(C)cc4)c32)ccc1OC(=O)c1ccco1 (centres undefined) | -0.2 | 10 | -0.9 | 2
Cc1ccc(-c2csc3[nH]c(=S)n(Cc4ccccc4)c(=O)c23)cc1 | -0.1 | 4 | 0.3 | -17
Cc1noc(C)c1CSc1nnc2scc(-c3ccccc3)n12 | 0.1 | 2 | -0.2 | 1
COc1ccc(C2CC(c3ccc(Br)cc3)=NN2C(=O)CSc2nnc(CNC(=O)COc3ccccc3)n2C)cc1 (centres undefined) | -0.1 | 16 | 1.2 | -8
C=CCn1c(CNC(=O)c2ccc(-c3ccccc3)cc2)nnc1SC | -0.1 | -3 | 1.0 | 7
O=C(Cc1cn(-c2ccc(N3CCN(c4ccccn4)CC3)nn2)c2ccccc12)NCCCN1CCCC1=O | 0.2 | -16 | -0.9 | 19
O=C(NC[C@H]1CCCN(C(=O)c2cnccn2)C1)c1ccco1 | 0.0 | -1 | 0.0 | -7

Given as labelled records: 4 of the compounds above
> COc1ccc(C2CC(c3ccc(Br)cc3)=NN2C(=O)CSc2nnc(CNC(=O)COc3ccccc3)n2C)cc1 (centres undefined)
  FBW7 act: -0.1
  TEAD-YAP block: 16
  GPR151 activ: 1.2
  MITF primary: -8

> C=CCn1c(CNC(=O)c2ccc(-c3ccccc3)cc2)nnc1SC
  FBW7 act: -0.1
  TEAD-YAP block: -3
  GPR151 activ: 1.0
  MITF primary: 7

> O=C(Cc1cn(-c2ccc(N3CCN(c4ccccn4)CC3)nn2)c2ccccc12)NCCCN1CCCC1=O
  FBW7 act: 0.2
  TEAD-YAP block: -16
  GPR151 activ: -0.9
  MITF primary: 19

> O=C(NC[C@H]1CCCN(C(=O)c2cnccn2)C1)c1ccco1
  FBW7 act: 0.0
  TEAD-YAP block: -1
  GPR151 activ: 0.0
  MITF primary: -7

Filtered by structure, the entries above containing a furan ring, fused or not.
SMILES | FBW7 act | TEAD-YAP block | GPR151 activ | MITF primary
O=C(NCCc1nnc2n1CCN(Cc1cnc(-c3ccccc3)s1)CC2)c1ccoc1 | 0.1 | 11 | 1.3 | -9
CCOc1cc(C2C(C#N)=C(N)Oc3n[nH]c(-c4ccc(C)cc4)c32)ccc1OC(=O)c1ccco1 (centres undefined) | -0.2 | 10 | -0.9 | 2
O=C(NC[C@H]1CCCN(C(=O)c2cnccn2)C1)c1ccco1 | 0.0 | -1 | 0.0 | -7

Remaining list, next part:
SMILES | FBW7 act | TEAD-YAP block | GPR151 activ | MITF primary
NC(=O)c1c(NC(=O)Cn2nc(C(=O)O)c3ccccc3c2=O)sc2c1CCC2 | -0.1 | 8 | -0.8 | -11
COc1cccc(CNC(=O)C2CCN(C(=O)N3CCOc4ccc(Cl)cc43)CC2)c1 | 0.0 | 13 | -1.1 | -10
COc1ccccc1N=P12CN3CN(CN(C3)C1)C2 | -0.1 | 3 | -0.5 | 0
CCN(CC)S(=O)(=O)c1ccc(OCc2ccc(C#N)cc2)c([N+](=O)[O-])c1 | 0.2 | -2 | -1.0 | 6
Cc1ccsc1/C=N\NC(=O)CC(=O)NCc1ccccc1 | 0.2 | 7 | 1.1 | -4
C=CCn1c(SCC(=O)N2CCC(C)CC2)nc2sc(-c3ccccc3)cc2c1=O | 0.2 | -26 | -0.9 | 7
Cc1ccc(S(=O)(=O)N2c3cc(C)c(C)cc3-c3c(ssc3=S)C2(C)C)cc1 | 0.0 | -1 | 3.1 | 9
O=C(c1ccc(N2CCC(NCCC3=CCCCC3)CC2)cc1)N1CCOCC1 | 0.0 | -1 | -0.7 | 4
O=C(Nc1cc2c(ccc3ccccc32)oc1=O)C1CCCCC1 | 0.0 | 0 | 1.2 | 4
CC(C)=CCN1CCN(Cc2cnn(-c3cccc(F)c3)c2)CC1CCO (centres undefined) | -0.1 | -2 | 0.5 | 1
CSc1nnc(-c2cnccn2)n1CCN1CCOCC1 | 0.0 | -5 | -0.7 | -4
CC1CCN(C(=O)CSc2nc3[nH]ncc3c(=O)[nH]2)CC1 | 0.1 | -5 | 7.7* | 0
COc1ccc(C(=O)NC2(C(F)(F)F)N=C3SCCN3C2=O)cc1 (centres undefined) | 0.1 | -12 | -0.9 | 18
Cc1ccc(Cl)cc1N=Cc1nc(-c2ccc(Br)cc2)oc1O | 0.0 | -1 | 2.2 | -5
Fc1ccc(CN2CCc3nnc(-c4ccccc4)n3CC2)cc1F | 0.0 | 10 | -0.4 | -1
CCCOc1ccc(/C(O)=C2\C(=O)C(=O)N(Cc3cccnc3)C2c2ccc(OC)c(OC)c2)c(C)c1 (centres undefined) | 0.0 | -10 | -1.6 | -13
COCCCNC(=O)c1cc(Nc2cc(C)cc(C)c2)nc2ccccc12 | 0.3 | -17 | 0.6 | -2
CCOC(=O)Nc1ccc2c(c1)N(C(=O)CCCl)c1ccccc1[S@]2=O | -0.1 | -1 | -0.3 | -8
Cc1cc(Cl)ccc1OCC(=O)Nc1ccc(Br)cc1C(=O)O | 0.0 | -13 | 1.8 | -12
Nc1cccc(NC(=O)COc2ccc(-c3ccccc3)cc2)c1 | 0.2 | -25 | -0.8 | 4
Cc1ccc(COc2coc(CO)cc2=O)cc1 | 0.1 | -21 | 0.1 | 5
Cc1nc2sccn2c1C(=O)Nc1cccc(OC(F)(F)F)c1 | 1.9* | -5 | 0.1 | 18
COCCSc1ccccc1C(=O)Nc1cc(OC)c(Cl)cc1OC | -0.1 | -7 | 0.7 | -1
COc1ccc(NC(=O)CCC(=O)OCC(=O)c2ccc(Br)cc2)cc1 | 0.1 | 3 | -0.2 | -1
COc1cc(OC)cc(-c2n[nH]c(=S)n2-c2ccc3c(c2)OCCO3)c1 | 0.1 | -16 | 0.4 | 10
COc1cc(C)c(CN2CCN(c3ccccn3)CC2)cc1C | -0.1 | 2 | 2.5 | 36
O=c1c2c3c(sc2nc(SCc2ccc(-c4ccccc4)cc2)n1-c1ccccc1)CCC3 | 0.0 | 7 | -0.7 | 0
Cc1c(C(=O)Nc2cc(C(F)(F)F)ccc2Cl)cccc1[N+](=O)[O-] | 0.1 | -3 | 0.8 | 9
Cn1c(=O)c2c(nc(N/N=C\c3ccccc3O)n2Cc2ccccc2Cl)n(C)c1=O | -0.3 | -4 | -0.4 | -7
C[n+]1ccn(CC(=O)c2ccc(Cl)cc2)c1 | -0.1 | 15 | 0.2 | 1
CC1CCN(C(=O)Cn2nnc(-c3ccc(C(C)C)cc3)n2)CC1 | -0.2 | 7 | -0.2 | 5
NC(=O)c1c(N)sc2c1CCCCCC2 | -0.1 | 8 | -0.3 | -5
CC(C)c1ccc(-c2csc(NC(=O)c3ccc(S(=O)(=O)N(C)c4ccccc4)cc3)n2)cc1 | 0.1 | 2 | -0.4 | -17
COc1ccc(Cc2nnc(C(=O)NCCO)o2)cc1OC | -0.4 | 10 | 0.1 | -13
NC(=O)c1c(NC(=O)COC(=O)c2ccc([N+](=O)[O-])o2)sc2c1CCC2 | 0.0 | 0 | 1.0 | 8
CC(C)CC(=O)NC(=S)NCc1ccccc1 | 0.0 | -2 | 0.9 | -4
CCN(CC)C(=O)c1ccc2c(=O)n(C3CCCCC3)c(SCC(=O)c3ccccc3)nc2c1 | -0.1 | 6 | -0.8 | -3
O=C1C(Nc2ccccc2)=CC(c2ccc(Br)cc2)N1c1ccccc1 (centres undefined) | 0.1 | -6 | -0.4 | 8
O=[N+]([O-])c1cc([N+](=O)[O-])c2ccccc2c1NCCCO | 0.1 | 1 | -0.3 | -8
Cc1cc(C)cc(NC(=O)Cc2ccc([N+](=O)[O-])cc2)c1 | 0.6 | 0 | -0.7 | -2
CCCC12CN3CC(C)(CN(C1)C3c1ccccc1Cl)C2=O (centres undefined) | -0.2 | -2 | 0.7 | -2
O=C(CCOc1ccccc1)N1CCC(N2CCC(C(=O)N3CCOCC3)CC2)CC1 | -0.1 | -10 | 3.7 | -8
CCOc1ccc(N(CC(=O)NCCSc2ccccn2)S(=O)(=O)c2ccc(Cl)cc2)cc1 | 0.1 | -1 | -1.6 | 0
CC(C)c1ccc(NS(=O)(=O)c2c[nH]c3ccc([N+](=O)[O-])cc23)cc1 | -0.1 | -2 | -0.3 | -6
O=C(O)c1ccc(CNc2ccccc2)cc1 | -0.1 | -3 | -0.8 | -9
O=C1c2cccc3cccc(c23)C(=O)N1CC1CCN(S(=O)(=O)/C=C/c2ccccc2)CC1 | -0.2 | 6 | 0.4 | 8
COc1cc2ccc(=O)oc2c(O)c1OCC=C(C)C | -0.2 | -29 | -1.0 | -7
CCCCS(=O)(=O)NNc1cc(C(F)(F)F)ccc1Cl | -0.1 | -18 | -0.5 | -1
C/C(CC(=O)Nc1cccc(Cl)c1)=N\NC(=O)c1cccc(C)c1O | 0.6 | -13 | 0.9 | -2
CNCC[C@@H](Oc1ccccc1C)c1ccccc1 | 0.0&-0.1&0.0 | 4 | 0.2&-0.6&0.3 | -4&-16&-3
More entries:
SMILES | FBW7 act | TEAD-YAP block | GPR151 activ | MITF primary
COc1cccc(NC(=O)c2c(C)nc3ccccn23)c1 | -0.4 | -36 | -0.6 | -4
CC(=O)CC(C)(C)NC(=O)c1cc(Cl)nc(Cl)c1 | 0.0 | -9 | 2.7 | -2
CN1C(=O)CC(c2cccc([N+](=O)[O-])c2)C2=C1CC(C)(C)CC2=O (centres undefined) | -0.1 | 8 | -0.6 | -12
Cc1ccc(C)c2[nH]c(=O)c(CN(CCO)C(=O)NCc3ccccc3)cc12 | 0.6 | -3 | -0.1 | 16
COCCN1C(=O)/C(=C/c2ccccc2OC)SC1=S | 0.1 | 3 | 0.3 | 18
Cc1cccc(C)c1NC(=O)CSc1nnc(-c2ccoc2C)n1CC1CCCO1 (centres undefined) | 0.0 | 1 | 0.2 | 11
COC(=O)c1c(NC(=O)c2cc(OC)c(OC)c(OC)c2)sc2c1CCC(C)C2 (centres undefined) | 0.1 | 14 | -2.5 | 20
COc1ccc(Cl)cc1NC(=O)NCCN1CCN(c2ccccc2)CC1 | -0.1 | -3 | 0.7 | 2
O=C(Nc1cccc(F)c1)c1cc(S(=O)(=O)NCCC2=CCCCC2)ccc1F | 0.3 | 30 | 0.5 | 14
CC(C)CNC(=O)Cc1csc(SCc2cccc(Cl)c2)n1 | 0.0 | -6 | 0.1 | -7
Cc1ccc(OCCNC(C)C)c([N+](=O)[O-])c1 | 0.0 | -7 | -1.7 | 30
CC(C)CNS(=O)(=O)c1cccc(C(=O)O)c1 | -0.1 | -6 | -0.5 | 1
CC(C)NC(=O)c1ccccc1NS(C)(=O)=O | 0.1 | -15 | -0.2 | 4
O=C(N/N=C/c1ccc(O)c([N+](=O)[O-])c1)c1ccc2c(c1)OCO2 | -0.2 | -20 | -2.9 | 5
COC(=O)c1cc(N2C(=O)/C(=C/c3ccc(-c4ccc(Br)cc4)o3)C=C2c2ccccc2)ccc1Cl | 0.2 | -5 | -0.9 | 5
Cc1cccc(NC(=S)Nc2c(C)n(C)n(-c3ccccc3)c2=O)c1 | 0.0 | 2 | 0.1 | 7
C=CCSc1nnc2c(n1)OC(c1ccc(OCC)cc1)N(C(C)=O)c1ccccc1-2 (centres undefined) | 0.0 | 0 | 0.5 | 14
CC(=O)OCCn1c(C)nc2cc(C(=O)N3CCCC3c3nc4ccccc4[nH]3)ccc21 (centres undefined) | 0.0 | 4 | 3.6 | -8
CCc1c(O)nc(SCC(=O)N2CCCCCC2)[nH]c1=O | -0.1 | -11 | -1.1 | -1
CCOC(=O)C1=C(C)Nc2nc(SC)nn2C1c1cccc(OC)c1 (centres undefined) | 0.1 | -4 | -0.5 | 13
CCc1ccc(NC(=O)CN(c2cc(C)cc(C)c2)S(=O)(=O)c2c(C)noc2C)cc1 | 0.0 | 1 | 4.2 | 13
COc1ccccc1C(=O)Nc1ccc(NC(=O)C2CCCCC2)nc1 | 0.1 | 8 | -0.1 | 2
